# SRC1 inh = inhibits human SRC1 coactivator; hit rate 0.12% among 360,000; inhibition, % at 3.6 µM; HEK293 GAL4-SRC1 luciferase reporter, luminescence;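 active = inhibition above the campaign mean plus 3 SD, with each screening campaign given its own cutoff, cut at about 60% in these data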;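 note: 0% = DMSO treated cells and 100% = gossypol at 36 µM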
# NCOA3 inh = inhibits human SRC3 coactivator | Q9Y6Q9 | inhibition, % at 3.6 µM | hit rate 0.17% among 360,000 | HEK293 GAL4-SRC3 luciferase reporter, luminescence;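 active = inhibition above a per-campaign cutoff, the mean of all compounds plus 3 SD, cut at about 60% in these data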;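 note: 0% = DMSO-treated cells and 100% = gossypol-treated cells at 36 µM; higher means less SRC3-driven luciferase light from the GAL4 reporter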
# EBV LMP1 NFkB = reduces LMP1-driven NF-kappaB luciferase signal; hit rate 0.69% among 350,000; AID 504558; LMP1-induced NF-kappaB luciferase reporter cells, luminescence; inhibition, % at 12.5 µM; in the data active = inhibition above about 41%;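 note: 0% = neutral control wells and 100% = reference inhibitor control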
# LRH-1 inv ag = suppresses constitutive activity of human LRH-1; O00482; HEK293T StAR-luciferase reporter, LRH-1 transfected, 24 h; inhibition, % at 3.6 µM; hit rate 0.13% among 360,000; AID 602396;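 active = inhibition above the mean inhibition of all tested compounds plus 3 SD, cut at about 73% in these data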;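 note: 0% = DMSO wells and 100% = reporter-only cells lacking LRH-1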
# NR2F2 inh = NR2F2 (human) inhibition, primary screen. HEK293T NGFI-A luciferase reporter, luminescence. inhibition, % at 8.6 µM. hit rate 0.7% among 370,000. AID 686940;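 active = inhibition above a per-plate cutoff, mean inhibition of test wells between control levels plus 3 SD, cut at about 38% in these data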;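 note: cells cotransfected with COUP-TFII expression vector driving the NGFI-A reporter; 0% = median of COUP-TF2 test wells and 100% = reporter-only cells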
# NOD2 RIPK2 PPI = NOD2-RIPK2 protein interaction inhibition | O43353 | CHO BLA complementation NOD2-RIPK2, CCF4 ratio | inhibition, % at 4.98 µM | hit rate 0.38% among 360,000; in the data active = inhibition above about 21%;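 note: 0% = vehicle only and 100% = reference blocker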
# ABHD5-PLIN5 inh = blocks binding of human ABHD5 to perilipin-5; Q00G26+Q8WTS1; Split G. princeps luciferase complementation, luminescence, 4 h; inhibition, % at 4 µM; hit rate 0.78% among 360,000;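 active = inhibition above the mean inhibition across every tested compound plus 3 SD, cut at about 22% in these data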;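 note: 0% = DMSO only wells and the 100% control is not disclosed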
# NCOA2 inhibitor = human SRC2 (NCOA2) inhibition; hit rate 0.17% among 370,000; HEK293 GAL4-SRC2 luciferase reporter, luminescence; inhibition, % at 9 µM; Q15596;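 active = inhibition above the mean inhibition of all tested compounds plus 3 SD, set per campaign, cut at about 52% in these data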;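 note: 0% = DMSO treated cells and 100% = cells given Gossypol at 36 µM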
# Target sequence (Q15596 whole entry, looked up, the tested form may be a part): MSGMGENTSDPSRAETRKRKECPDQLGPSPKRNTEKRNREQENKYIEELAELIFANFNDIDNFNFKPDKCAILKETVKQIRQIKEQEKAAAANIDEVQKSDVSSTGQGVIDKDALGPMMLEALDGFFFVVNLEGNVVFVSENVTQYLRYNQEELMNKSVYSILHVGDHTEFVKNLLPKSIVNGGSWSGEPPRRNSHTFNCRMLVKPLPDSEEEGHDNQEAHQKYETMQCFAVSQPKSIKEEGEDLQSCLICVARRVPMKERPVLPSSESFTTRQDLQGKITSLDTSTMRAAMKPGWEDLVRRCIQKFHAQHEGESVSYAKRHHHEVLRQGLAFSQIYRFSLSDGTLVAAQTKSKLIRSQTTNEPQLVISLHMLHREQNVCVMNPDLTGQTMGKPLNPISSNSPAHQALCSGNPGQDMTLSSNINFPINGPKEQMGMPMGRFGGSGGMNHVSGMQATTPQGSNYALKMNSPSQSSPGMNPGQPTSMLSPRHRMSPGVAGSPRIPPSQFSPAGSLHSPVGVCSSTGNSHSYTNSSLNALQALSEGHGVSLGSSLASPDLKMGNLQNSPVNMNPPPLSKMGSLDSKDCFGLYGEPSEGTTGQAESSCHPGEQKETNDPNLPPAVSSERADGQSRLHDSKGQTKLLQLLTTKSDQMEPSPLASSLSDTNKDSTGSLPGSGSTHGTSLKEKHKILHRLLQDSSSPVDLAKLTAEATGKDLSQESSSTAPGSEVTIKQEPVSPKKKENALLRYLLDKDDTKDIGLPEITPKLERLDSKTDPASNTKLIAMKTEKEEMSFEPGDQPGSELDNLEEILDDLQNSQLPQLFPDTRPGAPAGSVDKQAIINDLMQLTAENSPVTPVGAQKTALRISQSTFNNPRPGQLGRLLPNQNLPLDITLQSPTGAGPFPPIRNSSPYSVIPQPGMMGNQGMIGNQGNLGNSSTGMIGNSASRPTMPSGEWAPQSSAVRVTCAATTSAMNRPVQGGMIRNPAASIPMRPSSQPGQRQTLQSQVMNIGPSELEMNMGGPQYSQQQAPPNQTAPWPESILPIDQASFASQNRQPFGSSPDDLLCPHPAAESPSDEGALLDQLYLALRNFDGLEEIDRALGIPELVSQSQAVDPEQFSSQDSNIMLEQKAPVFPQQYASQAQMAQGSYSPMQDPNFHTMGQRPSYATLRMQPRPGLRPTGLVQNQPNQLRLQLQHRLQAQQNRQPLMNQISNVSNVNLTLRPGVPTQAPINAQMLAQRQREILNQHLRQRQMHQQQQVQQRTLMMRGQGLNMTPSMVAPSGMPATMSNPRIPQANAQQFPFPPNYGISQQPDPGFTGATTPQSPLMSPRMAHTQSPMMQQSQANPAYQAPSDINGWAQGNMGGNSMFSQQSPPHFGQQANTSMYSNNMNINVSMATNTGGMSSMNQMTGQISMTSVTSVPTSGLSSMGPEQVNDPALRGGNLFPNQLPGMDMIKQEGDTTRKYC
# MC4R antag cAMP = antagonists of human melanocortin 4 receptor (MC4R) | P32245 | MC4R-expressing cells, MTII-stimulated cAMP, LANCE TR-FRET | inhibition, % at 6.5 µM | hit rate 0.48% among 360,000;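 active = inhibition above its plate's cutoff, the mean of tested wells on that plate plus 3 SD, cut at about 29% in these data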;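 note: 0% = Melanotan II alone and 100% = Melanotan II plus saturating MCL0020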
#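 Assay system: U2OS-MC4R stable cell line; Also added: Melanotan II; Technique: Eu-cAMP/anti-cAMP TR-FRET, emission 671 nm; Times: 30-min compound, 1-h challenge, 1-h detection, room temperature.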
# TLR9-MyD88 inh = blocks human TLR9 binding to MyD88. Q9NR96+Q99836. CHO BLA complementation TLR9-MyD88, CCF4 FRET ratio. inhibition, % at 4.98 µM. hit rate 0.21% among 340,000. AID 504734;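 active = inhibition above the mean over all tested compounds plus 3 SD, cut at about 21% in these data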;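 note: 0% = DMSO only wells and 100% = clavulanate BLA inhibitor control wells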
# MC4R barr agon = human MC4R agonism via beta-arrestin. P32245. U2OS MC4R beta-arrestin complementation, luminescence; percent of melanotan II response, DMSO zero. activation, % at 8.9 µM. hit rate 0.98% among 360,000. AID 540308;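 active = activation above a per-plate cutoff, the mean activation of sample wells on that plate plus 3 SD, cut at about 8% in these data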
# An asterisk follows results filed as active; nt = not tested or not shown. A portion of the library; the hit share may differ from the screen's.
SMILES,SRC1 inh,NCOA3 inh,EBV LMP1 NFkB,LRH-1 inv ag,NR2F2 inh,NOD2 RIPK2 PPI,ABHD5-PLIN5 inh,NCOA2 inhibitor,MC4R antag cAMP,TLR9-MyD88 inh,MC4R barr agon
COc1ccc(CN2CCNC(=O)C2CC(=O)NCCCC2CCCC2)c(F)c1 (configuration not stated),-4,-19,-9,-7,1,0,-5,-2,-3,-4,-1.1
Cc1cccc(CN2C3=NCCCN3c3ccccc32)c1,-46,14,5,20,2,-3,3,-32,-1,-7,-1.4
CN1CCC(N2CCN(c3cccc(C(F)(F)F)c3)CC2)CC1,-10,13,-10,10,7,0,1,3,-6,1,-1.1
CC(C)(C)N(Cc1ccccc1)C(=O)COC(=O)CSc1ccc([N+](=O)[O-])cc1,-3,12,-3,7,-17,-4,5,-7,6,-3,-1.1
Cc1ccc(N2C(=O)c3ccccc3NC2c2ccccc2O)cc1 (configuration not stated),-90,-149,-35,-106,-34,5,1,-44,3,4,1.0
CN(C)/C=N/c1c(C#N)cnn1-c1ncnc2sc(-c3ccccc3)cc12,1,14,10,31,-12,-1,4,-12,10,4,-0.8
COc1ccc2cc(C(=O)C3CCCN(C(=O)c4snnc4C)C3)ccc2c1 (configuration not stated),-1,10,-7,-10,1,1,0,15,-2,-5,-0.8
CCOc1ccc(-c2cc(NC(=O)c3c(F)cccc3F)c(C(=O)O)s2)cc1,-6,6,-7,2,-6,-7,10,-1,4,-6,-1.8
O=C1NC(c2ccccc2)=CC(c2ccccc2O)N1 (configuration not stated),2,25,4,14,3,5,7,-26,10,-1,0.2
CCCCN(CC)S(=O)(=O)c1ccc2c(c1)n(C)c(=O)c(=O)n2C,-16,-6,1,8,-19,3,-4,5,-6,0,-2.1
Cc1nn(Cc2c(Cl)cccc2Cl)c(C)c1NC(=O)CCCn1nc([N+](=O)[O-])c(Cl)c1C,-18,4,3,3,-13,7,10,14,-10,2,3.4
Cc1c(Cl)cccc1NC(=S)NCc1cccn1C,-21,4,-4,0,-5,-17,1,1,2,14,-0.7

# Sorted by molecular weight (smallest number first): some entries from above
SMILES,SRC1 inh,NCOA3 inh,EBV LMP1 NFkB,LRH-1 inv ag,NR2F2 inh,NOD2 RIPK2 PPI,ABHD5-PLIN5 inh,NCOA2 inhibitor,MC4R antag cAMP,TLR9-MyD88 inh,MC4R barr agon
Cc1cccc(CN2C3=NCCCN3c3ccccc32)c1,-46,14,5,20,2,-3,3,-32,-1,-7,-1.4
CCCCN(CC)S(=O)(=O)c1ccc2c(c1)n(C)c(=O)c(=O)n2C,-16,-6,1,8,-19,3,-4,5,-6,0,-2.1
COc1ccc2cc(C(=O)C3CCCN(C(=O)c4snnc4C)C3)ccc2c1 (configuration not stated),-1,10,-7,-10,1,1,0,15,-2,-5,-0.8
COc1ccc(CN2CCNC(=O)C2CC(=O)NCCCC2CCCC2)c(F)c1 (configuration not stated),-4,-19,-9,-7,1,0,-5,-2,-3,-4,-1.1

# The list goes on:
SMILES,SRC1 inh,NCOA3 inh,EBV LMP1 NFkB,LRH-1 inv ag,NR2F2 inh,NOD2 RIPK2 PPI,ABHD5-PLIN5 inh,NCOA2 inhibitor,MC4R antag cAMP,TLR9-MyD88 inh,MC4R barr agon
Cc1ccc(CCNC(=O)C2CCCN(C(=O)N(C)C)C2)cc1 (configuration not stated),-10,4,-3,5,7,-6,-2,18,2,-2,-1.2
Cc1ccc(C)c(NC(=O)CSc2nc(=O)n(CCN3CCOCC3)c3c2CCCC3)c1,-11,12,7,-10,7,-8,-5,-10,11,4,-1.3
O=c1c(-c2ccccc2)coc2c(CN3CCOCC3)c(O)ccc12,-2,-21,-6,-8,-2,-14,1,12,-2,3,0.2
O=C(NCCN1CCOCC1)c1ccncc1,-4,8,-10,2,-1,-1,-2,3,-5,-4,-0.4
NC(=O)CC(NC(=O)Cc1ccc(Br)cc1)c1ccc(NC2CCCC2)c([N+](=O)[O-])c1 (configuration not stated),0,-1,12,7,-9,-1,-8,3,9,3,-1.0
O=C(O)CCc1ccc(-c2cccs2)n1CCC(=O)O,-3,4,0,6,1,1,8,11,5,-5,-2.2
O=C1c2ccccc2-c2cccc(C(=O)N3CCCCC3)c21,2,0,6,4,-18,4,3,19,16,-1,-2.2
CC(C(=O)O)n1ncc2ccccc2c1=O (configuration not stated),7,-7,-9,18,5,2,4,-4,11,4,-2.4
CCOC(=O)N1CCC(=C(C#N)C(=O)Nc2cc(OC)ccc2OC)CC1,-1,1,12,10,-5,-8,3,8,1,-3,0.0
Cc1ccc(/C=N/n2c(-c3ccco3)n[nH]c2=S)cc1,4,3,11,1,-10,-6,-10,-4,5,3,-2.3
CN1CCN(C(=O)CSc2nc3c(c(=O)n(C)c(=O)n3C)n2C)CC1,5,0,2,13,-9,-3,-9,-10,-8,-5,-1.1
CCC(C)NS(=O)(=O)c1ccc(NC(=O)c2c(-c3ccccc3)noc2C)cc1 (configuration not stated),12,-2,-2,-1,9,0,2,-4,3,0,1.2
Cc1cccc(NC(=O)CSc2nc3[nH]ncc3c(=O)[nH]2)c1,-3,4,2,-1,-3,-16,2,-14,0,-1,0.8
Cc1noc(C)c1-c1ccc(C(=O)NCc2ccc(Cl)cc2)c2occc12,-6,7,nt,1,-64,8,0,-50,-6,nt,0.8
COc1ccc2cc(C3(C)NC(=O)N(CC(=O)NCC(F)(F)F)C3=O)ccc2c1 (configuration not stated),8,-7,4,1,-5,-14,-4,-10,-1,-8,-1.5
CCCn1c(=O)c2c(nc3n2CCCN3CCc2ccccc2)n(C)c1=O,4,-20,8,9,7,-1,5,-4,10,0,0.5
CC1(C(=O)NS(=O)(=O)Cc2ccccc2C(F)(F)F)CCN1C(=O)c1ccccc1 (configuration not stated),-2,14,nt,7,-7,-1,7,2,-4,nt,1.7
COc1ccc(C(=O)NCC(=O)OCc2ccccc2F)cc1,14,8,3,-2,-16,-11,5,-6,8,-2,4.9
CC1C(=O)N2CCCc3cc(S(=O)(=O)N4CCN(c5ccccc5F)CC4)cc1c32 (configuration not stated),-14,5,9,5,14,-2,-3,16,6,-7,-0.3
CCOc1ccc(-c2nnn(CC(=O)Nc3cc(OC)cc(OC)c3)n2)cc1OCC,6,12,-9,-16,5,-1,1,8,-2,10,11*
CCOc1ccc(S(=O)(=O)N2CN(c3cccc(C(C)=O)c3)c3nc4ccccc4nc32)cc1,-64,-7,-2,-1,7,-6,4,14,-5,-2,-0.9
CC1=CC2=NC(=O)CC(C)(C(=O)N(CC(=O)NC(C)(C)C)C3CCCC3)N2C=C1 (configuration not stated),5,-8,-5,-3,-6,-8,2,27,3,7,0.6
COc1ccc(OC)c2cc3ccccc3cc12,-13,-29,-14,11,-3,-16,48*,-2,-7,-7,-1.1
Cc1nc2ccc(F)cc2cc1C(=O)NCC1CCCO1 (configuration not stated),-15,-13,0,8,-6,0,-8,-1,0,6,-0.7
COc1cc(CNc2ncnc3c2ncn3[C@H]2CN(Cc3cc(OC)c(OC)c(OC)c3)C[C@@H](CO)O2)cc(OC)c1OC,-26,-1,nt,8,-33,-18,-2,-7,5,nt,-0.4
Cc1ccc(S(=O)(=O)N2CCOCC2)cc1C(=O)N(Cc1nnc(-c2ccccc2Cl)o1)C1CC1,-11,8,-8,7,1,-11,-1,-14,4,9,-1.8
O=C(CC1C(=O)NCCN1Cc1c(F)cccc1Cl)NCCCN1CCCC1=O (configuration not stated),-52,7,2,3,20,3,7,1,7,9,-1.2
COc1ccc(S(=O)(=O)NC(C)C)cc1-n1cnnn1,4,16,9,9,5,-5,1,-11,-3,4,-1.8
N#Cc1cccc(CN2C=NS(=O)(=O)c3ccccc32)c1,-10,2,-3,-4,20,-6,15,1,17,-15,-0.3
Cc1cccc(C)c1NC(=O)COC(=O)c1ccc([N+](=O)[O-])o1,-7,8,-6,10,-2,-4,0,-19,21,-10,0.2
COC(=O)c1sccc1-c1ccc(C(=O)Nc2ccccc2)o1,-83,-100,-72,-108,-22,-2,-5,-64,3,-5,-1.0
Cc1cccc(OCc2nnc(SCC(=O)c3c(N)n(C4CC4)c(=O)[nH]c3=O)o2)c1,5,11,4,-19,-12,-3,6,-16,11,-7,1.4
CC(OC(=O)CC(NC(=O)c1ccccc1Cl)c1ccccc1)C(=O)Nc1cccc(Cl)c1Cl (configuration not stated),0,11,16,16,-16,2,-4,-16,8,7,-1.2
CC1OC(OC2C(CO)OC(OCC3OC(OC(=O)[C@@]45CCC(C)(C)C[C@@H]4C4=CC[C@@H]6[C@@]7(C)CCC(OC8OCC(O)C(O)C8OC8OC(C)C(O)C(O)C8O)[C@@](C)(CO)C7CC[C@@]6(C)[C@]4(C)CC5)C(O)C(O)C3O)C(O)C2O)C(O)C(O)C1O (some centres not stated),-5,-12,-10,-3,-1,-8,2,8,9,9,-0.9
COC(=O)N=Nc1c(O)n(Cc2ccccc2)c2ccccc12,3,7,1,1,-3,2,-10,4,-3,-5,-2.7
CCn1nc(C(=O)Nc2ccccc2C)c(Cl)c1Cl,-9,5,-1,8,-2,3,-2,-21,11,0,-1.2
O=c1[nH]nc(Cc2ncc(C(F)(F)F)cc2Cl)c2ccccc12,-2,21,1,20,-12,0,5,3,0,1,-0.8
COc1ccc(OCCSc2nnc(-c3ccoc3C)n2C)cc1,-3,3,0,-9,-4,-15,7,7,6,2,0.2
Cc1oncc1C(=O)Nc1cccc2ccccc12,16,18,1,23,-1,-6,2,-13,7,-20,3.7
O=C(O)CCC(=O)N(Cc1cccnc1)Cc1cccc(F)c1,0,13,2,7,-20,-6,1,2,5,-9,-1.3
CC1CC(C)CN(C(=O)c2ccc(CSc3nc4ccncc4[nH]3)cc2)C1 (configuration not stated),-1,-1,12,14,24,-1,5,15,0,4,-0.1
O=C(CSc1nnc(-c2ccc3c(c2)OCO3)n1-c1ccccc1)c1ccccc1,-2,17,-7,5,7,2,3,5,11,-9,-2.4
CCCS(=O)(=O)NC(=O)C1(C)CCN(C(=O)Cc2ccc3ccccc3c2)C1 (configuration not stated),-3,9,nt,10,2,-16,3,9,3,nt,0.0
Cc1cc2nc(SCCOC(=O)Nc3ccccc3)nc(C)c2cc1C,-3,20,4,-13,4,-13,-6,-9,5,-9,3.1
Cn1c(NNC(=O)/C=C/c2ccc3c(c2)OCO3)cc(=O)n(C)c1=O,11,-2,-2,2,20,-12,2,5,8,4,-0.6
C=CCOc1ccc(C(=O)Nc2ccc3c(c2)n(C)c(=O)n3C)cc1,-13,-12,2,-12,-42,-14,1,-47,-2,-15,4.5
N/C(=N\OCC(=O)Nc1ccc(F)c(Cl)c1)c1ccccc1,2,12,0,-7,-12,-12,-3,-28,-3,4,1.6
O=C(CC1SC(=O)NC1=O)Oc1ccc(/C=N/NC(=O)c2ccccc2O)cc1 (configuration not stated),-12,-14,-3,-20,-16,-14,4,-45,4,-4,-1.3
COCCNC(=S)N(CCO)Cc1cc2cc3c(cc2[nH]c1=O)OCO3,-5,-12,3,-2,5,0,-3,-36,0,-3,-1.0

# Assay outcomes: PubChem, several laboratories
